NR2E3 ag-1 = NR2E3 (human) agonism | GST-NR2E3/biotin-RetCOR TR-FRET, 1536-well | Q9Y5X4 | 320,000 compounds, 0.12% hits | inhibition of corepressor binding, % at 4.78 µM | AID 2300;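 active = percent inhibition above the cutoff of mean plus 3 SD of all tested compounds, set per screening campaign, cut at about 20% in these data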;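 note: 0% = DMSO wells and 100% = biotin wells as full block of FRET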
Target sequence (Q9Y5X4 whole entry, looked up): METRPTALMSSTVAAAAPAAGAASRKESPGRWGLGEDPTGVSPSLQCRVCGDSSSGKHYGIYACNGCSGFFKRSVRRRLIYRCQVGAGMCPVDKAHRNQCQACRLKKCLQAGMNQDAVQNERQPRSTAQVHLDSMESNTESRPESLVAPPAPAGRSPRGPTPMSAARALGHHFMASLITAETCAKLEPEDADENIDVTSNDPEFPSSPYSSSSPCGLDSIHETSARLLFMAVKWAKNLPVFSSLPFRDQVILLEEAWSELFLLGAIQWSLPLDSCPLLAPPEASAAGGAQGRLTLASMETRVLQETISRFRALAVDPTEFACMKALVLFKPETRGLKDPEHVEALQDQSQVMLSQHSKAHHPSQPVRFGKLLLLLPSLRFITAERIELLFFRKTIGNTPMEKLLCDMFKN
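System: GST-tagged NR2E3 plus biotinylated RetCOR corepressor; Amount: 1.35 nM GST-tagged NR2E3 final; Dosing: single nominal compound dose of 4.8 µM; Schedule: 5 h incubation at 4 °C; Technique: TR-FRET with europium anti-GST and streptavidin-D2, 340 nm excitation; Controls: biotin wells as high control, 0.6% DMSO wells as low control.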
Peg3 promoter = reduces Peg3 promoter-driven luciferase expression in HeLa. HeLa PEG-Prom luciferase reporter, luminescence, overnight. inhibition, % at 20 µM. 360,000 compounds, 1.7% hits. AID 588405;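 active = inhibition of at least 50% at 20 µM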
TWEAK-Fn14 inh = inhibitors of TWEAK-Fn14 interaction signaling; TWEAK-stimulated Fn14 reporter cells, luciferase luminescence, 8 h; 360,000 compounds, 2% hits; inhibition, % at 10 µM; in the data active = inhibition above about 50%
CF NFkB inh = cystic fibrosis NF-kB activation inhibition; KKLEB NF-kB-GFP reporter, PAF-induced, GFP fluorescence overnight; AID 588850; inhibition, % at 5 µM; 360,000 compounds, 0.86% hits;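 active = at least 50% inhibition at 5 µM, scaled per plate between neutral and stimulator controls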;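 note: PAF is a Pseudomonas aeruginosa culture filtrate used as stimulus; plate controls were PAF-stimulated DMSO wells for no effect and unstimulated DMSO wells for full effect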
Shn3 inh set2 = Schnurri-3 reporter inhibition in Clone20 osteoblasts; Clone20 osteoblast Shn3 3'UTR firefly luciferase, 24 h; inhibition, % at 12.5 µM; 360,000 compounds, 0.52% hits; AID 588674;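 active = mean inhibition of at least 75% with every replicate also reaching 75%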;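 note: 0% = median of neutral control wells and 100% = pilot-screen positive control compound; some compounds past the cut are filed as inactive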
HIF-2a inh = blocks HIF-2a reporter activity; 786-0 RCC cells HIF-2a reporter, luciferase luminescence, overnight; inhibition, % at 18.8 µM; 360,000 compounds, 0.72% hits; AID 624352;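 active = inhibition of the luminescence signal of 40% or more relative to plate controls, in a single-dose primary screen at 18.75 µM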
TROY signal inh = blocks TROY-dependent signaling in reporter cells. Q293 LMP1-TROYcd NF-kB luciferase reporter, 4 h. AID 1347056. inhibition, % at 10 µM. 360,000 compounds, 0.98% hits;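 active = compounds whose plate-normalised and pattern-corrected inhibition of the luciferase reporter signal at the single screening dose is 50% or more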
NR2E3 ag-2 = agonists of human NR2E3 nuclear receptor; Q9Y5X4; CHO-S Gal4-NCOR/VP16-NR2E3 two-hybrid, luciferase; inhibition of corepressor binding, % at 3.98 µM; 360,000 compounds, 0.35% hits; AID 602229;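 active = inhibition above the mean of all tested compounds plus 3 SD, cut at about 70% in these data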;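 note: 0% = DMSO with NR2E3 transfected cells and 100% = cells lacking NR2E3 construct; higher means lower luciferase signal from less NR2E3 corepressor binding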
TRAIL sens C8 = sensitizes caspase-8 expressing cells to TRAIL | NB7+C8 cells + TRAIL, ATPlite viability luminescence | inhibition (viability loss, TRAIL sensitization), % at 10 µM | 360,000 compounds, 1% hits;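 active = compounds causing at least 50% loss of cell viability in the single-dose screen, relative to plate controls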
KKLEB tox = counter-screen for CF NF-kB inhibitors: cytotoxicity; KKLEB CF airway cells viability, ATPlite luminescence, overnight; active compounds read low; cells stimulated with P. aeruginosa culture filtrate; activity change (cytotoxicity), % at 5 µM; 360,000 compounds, 0.36% hits;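 active = corrected activity change at or below -50% at 5 µM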
MITF TRPM1 inh = reduces MITF-dependent TRPM1 promoter luciferase signal; SK-MEL-5 TRPM1 promoter luciferase, 24 h; inhibition, % at 12.5 µM; 330,000 compounds, 0.83% hits;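 active = mean inhibition across replicates of 60% or more, whatever share of single replicates reaches that level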; note: values of inactives mirror those of a sister screen read the other way
* hit, by the source's call; / = no result given. The list is partial. The share of hits here may be higher or lower than overall.

SMILES	NR2E3 ag-1	Peg3 promoter	TWEAK-Fn14 inh	CF NFkB inh	Shn3 inh set2	HIF-2a inh	TROY signal inh	NR2E3 ag-2	TRAIL sens C8	KKLEB tox	MITF TRPM1 inh
O=C(Cc1cc(=O)[nH]c(=O)[nH]1)N1CCN(CCO)CC1	/	7	-4	-2	-17	8	0	-3	3	-1	/
Clc1ccc(CNC2CN3CCC2CC3)cc1 (configuration not stated)	-1	0	10	3	-6	2	10	-10	-11	-3	-1
CCC(c1nnnn1-c1ccc(OC)cc1)N1CCC2(CC1)C(=O)NCN2c1ccccc1 (configuration not stated)	/	16	-10	2	8	10	9	-13	-11	-3	/
COC(=O)C1=C(c2ccc(F)cc2F)C[C@@H]2CC[C@H]1N2C(=O)NCc1ccc(C(F)(F)F)cc1	6	8	-5	0	-10	-8	-1	11	13	-4	-7
Cc1ccccc1C(O)(Cc1ccccc1)C1CN2CCC1CC2 (configuration not stated)	0	30	-14	1	31	18	-14	-17	16	-5	-4
CCc1cccc2c(C#N)cn(CC(=O)N3CCOCC3)c12	-2	16	-21	-1	-16	14	0	-10	-3	3	1
CN(C)c1cc[n+](CC(O)C[n+]2ccc(N(C)C)cc2)cc1	5	6	2	0	-18	10	15	-31	-11	6	-3
Cc1cccc(N2CCC3(CC2)C(=O)NC(=O)NC3=O)c1	/	-3	8	10	-10	11	0	-14	-8	-11	7
N=C1c2ccccc2CN1c1ncccn1	3	4	-23	5	-69	16	-32	24	4	3	3
COC(=O)C1=C(c2ccccc2)C[C@@H]2CC[C@H]1N2C(=O)NCC1CC1	-1	-3	-4	13	3	2	-1	10	-3	0	-4
COC(=O)C1=C(c2c(C)noc2C)C[C@@H]2CC[C@H]1N2C(=O)N1CCOCC1	2	1	10	18	-18	-3	1	5	-9	-6	-7
Nc1ccccc1C(=O)OCC(=O)Nc1ccc(Br)cc1F	-1	-86	-6	0	-24	-153	-51	-45	0	-6	-14
CCc1ccc(N2C(=O)NC(=O)/C(=C\C=C\c3ccco3)C2=O)cc1	1	91*	5	45	39	24	5	-8	14	4	102*
Cc1ccccc1NC(=NCCCN1CC1)Nc1ccccc1C	/	18	-26	-17	-6	-2	-6	-10	-15	12	1
O=C(O)c1ccc(NC(=O)N2C[C@H]3C[C@@H](C2)c2cccc(=O)n2C3)cc1	2	-13	1	-33	1	10	0	-11	1	12	-2

Reprinted from the part before: six entries, followed by the next part.
SMILES	NR2E3 ag-1	Peg3 promoter	TWEAK-Fn14 inh	CF NFkB inh	Shn3 inh set2	HIF-2a inh	TROY signal inh	NR2E3 ag-2	TRAIL sens C8	KKLEB tox	MITF TRPM1 inh
COC(=O)C1=C(c2ccccc2)C[C@@H]2CC[C@H]1N2C(=O)NCC1CC1	-1	-3	-4	13	3	2	-1	10	-3	0	-4
COC(=O)C1=C(c2c(C)noc2C)C[C@@H]2CC[C@H]1N2C(=O)N1CCOCC1	2	1	10	18	-18	-3	1	5	-9	-6	-7
Nc1ccccc1C(=O)OCC(=O)Nc1ccc(Br)cc1F	-1	-86	-6	0	-24	-153	-51	-45	0	-6	-14
CCc1ccc(N2C(=O)NC(=O)/C(=C\C=C\c3ccco3)C2=O)cc1	1	91*	5	45	39	24	5	-8	14	4	102*
Cc1ccccc1NC(=NCCCN1CC1)Nc1ccccc1C	/	18	-26	-17	-6	-2	-6	-10	-15	12	1
O=C(O)c1ccc(NC(=O)N2C[C@H]3C[C@@H](C2)c2cccc(=O)n2C3)cc1	2	-13	1	-33	1	10	0	-11	1	12	-2
CCOc1ccc(NC(=O)N2C[C@H]3C[C@@H](C2)c2cccc(=O)n2C3)cc1	0	2	-29	10	-14	-1	12	-19	0	2	8
O=C1/C(=C\c2ccncc2)N2CCC1CC2	4	14	11	17	-33	9	-10	9	-4	4	/
COP(=S)(OC)c1c(C)nn(CCC#N)c1NC(=O)c1ccc(Cl)cc1	1	8	16	-3	-16	8	16	-26	8	1	-3
CN(c1ccc(O)cc1)c1ccc([N+](=O)[O-])c2nonc12	/	-2	-24	-14	0	0	4	-1	-6	-4	/
Cc1cc(NC(=O)CCl)no1	1	17	24	-23	-13	14	7	19	-9	0	24
Cn1c(=O)c2c(ncn2CCCl)n(C)c1=O	2	-4	4	-48	10	6	-1	-11	-13	15	-9
CC(NS(=O)(=O)OCC(Cl)(Cl)Cl)c1ccccc1 (configuration not stated)	-2	-4	1	-10	14	19	-4	-24	-14	-2	4
Cc1ccc(N)c(C(=O)c2ccccc2)c1	0	6	4	11	3	-3	-30	-30	-6	-4	0
O=C(c1ccccc1)C(O)(CN1CCCCC1)c1ccccc1 (configuration not stated)	/	8	-4	3	6	13	5	-41	-1	20	3
Cc1ccc2c(c1)C(c1ccccc1)=NCC(=O)N2	5	23	11	-16	10	18	20	22	11	3	-2
OC(CN1CCC(c2c[nH]c3ccccc23)CC1)C(F)(F)F (configuration not stated)	-2	0	24	25	1	-1	14	-4	1	-6	13
COC(=O)C1=C(c2ccc(C(C)=O)cc2)C[C@@H]2CC[C@H]1N2C(=O)N1CCC(O)(c2ccc(Cl)cc2)CC1	1	23	-20	25	6	20	5	-27	3	-6	-2
CCc1ccc(NC(=O)CCNC(=O)N2C[C@H]3C[C@@H](C2)c2cccc(=O)n2C3)cc1	3	-80	-18	6	-8	-100	-71	-13	-7	-10	/
[N-]=[N+]=NCCN1CCC(O)CCC1=O (configuration not stated)	1	2	-3	4	8	2	-3	-12	-9	-9	-4
O=C(NC1CC1)c1cn(Cc2ccccc2)nc1-c1ccccc1	/	4	0	14	-7	-2	-26	-20	2	-14	17
CC1=NN(c2ccccc2)C(=O)C1/C=C1\C(=O)NC(=O)N(c2cc(C)cc(C)c2)C1=O (configuration not stated)	4	-1	3	4	-9	-9	-12	-16	19	-7	8
CCC(C)C12CN3CCN(CC(C)(C3)C1O)C2 (configuration not stated)	2	-13	16	15	7	15	22	-8	1	0	3
Cc1ccc(-c2ccc(=O)n(CC(=O)N3CCC4(CC3)OCCO4)n2)cc1	-3	4	-1	-14	-31	13	17	-21	8	12	0
Cc1c(O)ccc(C(=O)CN2CC(C)OC(C)C2)c1O (configuration not stated)	2	9	-1	14	5	-4	-5	-15	-8	3	15
O=S(=O)(c1cccc(C(F)(F)F)c1)N1Cc2ccccc2-n2nncc2C1	/	7	-4	0	23	1	-6	3	4	-8	/
NN=C1C(Cl)=C(Cl)C(Cl)=C1Cl	/	-40	11	-7	-19	-2	4	-28	8	6	/
COc1ccccc1CCNCc1ccc(OC)c(OC)c1OC	0	0	7	-6	12	13	6	-6	2	-2	/
COc1cccc(-c2nc(CS(=O)CC(=O)N3CCC4(CC3)OCCO4)c(C)o2)c1 (configuration not stated)	0	6	4	0	3	14	1	1	9	-1	6
O=C1NC(=O)C(=Cc2ccc3ccccc3c2)C(=O)N1	2	8	2	-5	7	12	3	1	-6	0	-1
C/C(=N\NC(=O)c1ccccc1O)c1c(O)n(Cc2ccccc2)c(=O)[nH]c1=O	0	3	4	-2	/	-9	-12	-33	-1	-8	-3
CCOC(=O)[C@]12Cc3ccc(C)cc3[C@H]1N(C1CCCCC1)C(=O)c1cc(OC)ccc12	/	/	101*	/	/	95*	48	31	95*	/	/
O=C1NCN(c2ccccc2)C12CCN(C(c1cccs1)c1nnnn1-c1ccc3c(c1)OCCO3)CC2 (configuration not stated)	/	39	15	0	-1	17	4	9	-16	-25	/
CC(C)n1c(=O)c(C=Nc2ccc(S(N)(=O)=O)cc2)c(O)n(Cc2ccco2)c1=O	-6	5	3	-3	-3	18	-5	-6	4	4	7
COc1ccccc1-n1c(O)c(/C=N/N2CCCCC2)c(=O)n(-c2ccccc2OC)c1=S	-1	9	-8	-6	-19	13	3	-10	-3	1	7

Profiles, looked up by structure. Order of screens: NR2E3 ag-1, Peg3 promoter, TWEAK-Fn14 inh, CF NFkB inh, Shn3 inh set2, HIF-2a inh, TROY signal inh, NR2E3 ag-2, TRAIL sens C8, KKLEB tox, MITF TRPM1 inh
`Cc1ccc(-c2ccc(=O)n(CC(=O)N3CCC4(CC3)OCCO4)n2)cc1` across the screens: -3, 4, -1, -14, -31, 13, 17, -21, 8, 12, 0
`O=C1NCN(c2ccccc2)C12CCN(C(c1cccs1)c1nnnn1-c1ccc3c(c1)OCCO3)CC2` (configuration not stated) across the screens: /, 39, 15, 0, -1, 17, 4, 9, -16, -25, /

Screening results (PubChem BioAssay)
